MCL1-BIM inh: MCL1-BIM-BH3 interaction inhibition (human); GST-MCL1 / FITC-Bim-BH3 fluorescence polarization; inhibition, % at 10.9 µM; 320,000 compounds, 0.68% hits; Q07820;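 active means inhibition above the mean inhibition of all tested compounds plus 3 SD, set per campaign, cut at about 40% in these data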;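 further: 0% = DMSO wells and 100% = unlabeled Bim-BH3 peptide control; higher means more loss of mP so more displacement of Bim peptide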
Target sequence (Q07820 whole entry, looked up): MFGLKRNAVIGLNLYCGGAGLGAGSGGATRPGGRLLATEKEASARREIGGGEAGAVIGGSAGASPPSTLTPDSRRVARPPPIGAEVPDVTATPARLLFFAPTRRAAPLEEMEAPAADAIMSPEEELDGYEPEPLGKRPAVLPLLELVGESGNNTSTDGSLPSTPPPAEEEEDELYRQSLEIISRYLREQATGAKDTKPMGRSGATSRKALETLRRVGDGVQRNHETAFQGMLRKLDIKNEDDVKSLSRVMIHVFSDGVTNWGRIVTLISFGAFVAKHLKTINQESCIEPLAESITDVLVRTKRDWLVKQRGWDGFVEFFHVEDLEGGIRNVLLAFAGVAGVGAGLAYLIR
PAFAH1B2 FP inh: inhibitors of human PAFAH1B2; 340,000 compounds, 1.2% hits; inhibition, % at 3.39 µM; recombinant PAFAH1B2, FP-rhodamine activity probe, fluorescence polarization; AID 492953;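 active means inhibition above the mean of all tested compounds plus 3 SD, cut at about 24% in these data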;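 further: 0% = enzyme with DMSO and 100% = wells lacking PAFAH1B2; many of its hits are not listed in these tables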
MEX-5 binding: C. elegans MEX-5 TCR-2 RNA binding activity; MEX-5/FITC-TCR2 RNA binding, fluorescence polarization; stronger effect = lower value; AID 1832; activity score (negative = inhibition of binding), % at 10 µM; Q9XUB2; 300,000 compounds, 0.38% hits;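 active means inhibition past about -25% in most replicates, and total fluorescence under double the plate's negative control median, limit read from the data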;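 further: 0% = DMSO and -100% = 5 µM competing unlabeled TCR2 RNA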
Target sequence (Q9XUB2 whole entry, looked up): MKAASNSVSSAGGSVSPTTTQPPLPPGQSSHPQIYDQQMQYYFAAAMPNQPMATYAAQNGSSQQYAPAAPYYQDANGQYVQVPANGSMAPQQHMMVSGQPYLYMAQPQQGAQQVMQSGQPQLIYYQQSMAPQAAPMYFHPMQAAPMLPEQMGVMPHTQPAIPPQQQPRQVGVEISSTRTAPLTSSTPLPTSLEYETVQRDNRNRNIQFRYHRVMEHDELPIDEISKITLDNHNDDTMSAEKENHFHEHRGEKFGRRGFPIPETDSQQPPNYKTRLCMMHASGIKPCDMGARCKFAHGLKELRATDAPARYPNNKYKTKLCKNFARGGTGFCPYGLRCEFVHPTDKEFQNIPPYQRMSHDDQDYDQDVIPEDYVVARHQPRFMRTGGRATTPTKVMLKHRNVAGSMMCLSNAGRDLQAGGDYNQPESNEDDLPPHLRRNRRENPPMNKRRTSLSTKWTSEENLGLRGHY
GLD-1 RNA inh: GLD-1-TGE RNA interaction inhibition (C. elegans) | purified GLD-1 + fluorescein TGE RNA, fluorescence polarization | Q17339 | 320,000 compounds, 0.44% hits | inhibition, % at 5.96 µM;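 active means percent inhibition above a per-plate cutoff, the plate mean of test compounds plus 3 SD, cut at about 30% in these data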;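 further: 0% = DMSO wells with GLD-1 and probe and 100% = wells lacking GLD-1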
BCLXL inh: inhibitors of human Bcl-xL. inhibition, % at 10.9 µM. GST-Bcl-xL / FITC-Bim BH3 peptide fluorescence polarization. 320,000 compounds, 0.7% hits. Q07817;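 active means inhibition above the mean of all tested compounds plus 3 SD, cutoff set per campaign, cut at about 30% in these data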;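 further: 0% = DMSO wells and 100% = unlabeled Bim-BH3 peptide competitor; inhibitors lower millipolarization by displacing the labeled peptide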
Target sequence (Q07817 whole entry, looked up): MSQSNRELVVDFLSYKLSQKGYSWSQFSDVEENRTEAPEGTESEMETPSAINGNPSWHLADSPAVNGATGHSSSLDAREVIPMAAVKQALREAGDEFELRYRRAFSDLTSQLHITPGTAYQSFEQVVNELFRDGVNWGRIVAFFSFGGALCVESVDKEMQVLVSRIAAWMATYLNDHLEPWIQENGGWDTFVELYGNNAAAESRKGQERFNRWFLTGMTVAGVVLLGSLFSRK
pPAFAH inh: pPAFAH (human) enzyme inhibition; recombinant pPAFAH, FP-rhodamine probe fluorescence polarization; inhibition, % at 3.39 µM; 330,000 compounds, 1.5% hits; AID 463082;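 active means inhibition above the mean inhibition across the screen plus 3 SD, cut at about 25% in these data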;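 further: inhibitors block binding of the rhodamine activity-based probe so polarization drops; 0% = enzyme with DMSO and 100% = wells lacking pPAFAH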
Fam108B counter: counter-screen for RBBP9 inhibitors: inhibitors of mouse Fam108B; inhibition, % at 9.51 µM; 300,000 compounds, 0.33% hits; recombinant Fam108B, FP-Rh probe fluorescence polarization; AID 1947;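 active means inhibition above the screen mean inhibition plus 3 SD, computed separately per campaign, cut at about 18% in these data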;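 further: inhibitors lower polarization as less probe binds the enzyme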
AHR activator: activates the human aryl hydrocarbon receptor. P35869. AHR-responsive luciferase reporter cells, luminescence. activation, % at 5 µM. 320,000 compounds, 2.5% hits. AID 2796; in the data active means activation above about 47%;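 further: 0% = vehicle wells and 100% = reference agonist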
PME-1 inh: blocks human protein phosphatase methylesterase 1. AID 2130. 320,000 compounds, 0.53% hits. Q9Y570. recombinant PME-1, FP-Rh probe fluorescence polarization. inhibition, % at 5.9 µM;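 active means inhibition above the campaign mean of all compounds plus 3 SD, cut at about 26% in these data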;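 further: competitive labeling of PME-1 active site by serine hydrolase directed probe; 0% = PME-1 with DMSO and 100% = wells lacking PME-1 enzyme; inhibitors block probe labeling so polarization falls and inhibition rises; many of its hits are not listed in these tables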
* = called active by the depositor; x = not tested or not shown. These rows are one share of the data, so the mix of outcomes need not match the whole.

SMILES | MCL1-BIM inh | PAFAH1B2 FP inh | MEX-5 binding | GLD-1 RNA inh | BCLXL inh | pPAFAH inh | Fam108B counter | AHR activator | PME-1 inh
Cc1cccc(Cn2cnc3c(N)c(C)c(C)cc32)c1 | -8 | 5 | 0.3 | 7 | 4 | 10 | 1 | 14 | 1
CCNC(=O)NC(=O)C(C)OC(=O)CCCSc1nc2ccccc2s1 (stereo unspecified) | -16 | -2 | 1.4 | 4 | -2 | 7 | -4 | -2 | -3
Cc1ccc[n+](CC(=O)Nc2ccc([N+](=O)[O-])cc2Cl)c1 | 3 | 4 | -0.4 | -4 | 2 | 4 | -3 | 1 | 2
Cc1c(CCC(=O)O)c(=O)oc2cc3occ(-c4ccccc4)c3cc12 | -1 | 4 | 0.1 | 1 | 10 | 8 | -1 | -3 | 0
CCC(C)NC(=O)c1ccc(CSCc2ccc(Cl)cc2)o1 (stereo unspecified) | 7 | 11 | 1.7 | -4 | 5 | 16 | 0 | 3 | -2
Cc1cccc(S(=O)(=O)N(CC(=O)Nc2ccccc2C)Cc2ccco2)c1 | -7 | 4 | 4.0 | -4 | -6 | 1 | -1 | 0 | 1
COc1cc(NC(=O)CCS(=O)(=O)c2ccc3c(c2)n(C)c(=O)c(=O)n3C)cc(OC)c1 | 4 | 1 | -2.7 | 10 | -1 | -2 | 3 | 1 | -3
CC(c1c(O)c2ccccc2[nH]c1=O)C1(C)CCC(O)C(C)(C)O1 (stereo unspecified) | 11 | 3 | 2.6 | 0 | 4 | -3 | -1 | 3 | -4
O=C(c1ccnc(Cl)c1)N1CCCC(Nc2ccc(F)cc2)C1 (stereo unspecified) | -5 | 0 | 0.2 | -3 | 2 | 4 | 1 | -1 | -2
FC(F)(F)c1ccccc1NC(=S)N1CCN(c2ncccn2)CC1 | 8 | -1 | 0.1 | 0 | 7 | 1 | -1 | 0 | 0
Cc1cc(C)cc(CC(Cc2nc3ccccc3[nH]2)c2nc3ccccc3[nH]2)c1 (stereo unspecified) | 2 | -4 | -1.0 | 8 | 1 | -3 | -6 | 18 | -11
O=C(CCCCl)Nc1nc(-c2ccc3c(c2)OCCO3)cs1 | 3 | -1 | 1.8 | 0 | 2 | 4 | -2 | -7 | -1

An excerpt from above in order of the GLD-1 RNA inh value, rising:
| SMILES | GLD-1 RNA inh |
| --- | --- |
| FC(F)(F)c1ccccc1NC(=S)N1CCN(c2ncccn2)CC1 | 0 |
| CCNC(=O)NC(=O)C(C)OC(=O)CCCSc1nc2ccccc2s1 (stereo unspecified) | 4 |
| Cc1cc(C)cc(CC(Cc2nc3ccccc3[nH]2)c2nc3ccccc3[nH]2)c1 (stereo unspecified) | 8 |

Next structures.
SMILES | MCL1-BIM inh | PAFAH1B2 FP inh | MEX-5 binding | GLD-1 RNA inh | BCLXL inh | pPAFAH inh | Fam108B counter | AHR activator | PME-1 inh
O=C(C(=O)N1CCCC1CO)N1CCCC1CO (stereo unspecified) | -2 | -2 | -0.8 | 2 | 1 | 3 | -4 | -2 | 3
CCOCCCN(C(=O)Cn1nnc(-c2ccc(C)o2)n1)C(C(=O)NCC1CCCO1)c1ccc(F)cc1 (stereo unspecified) | -1 | 0 | 2.0 | 10 | 0 | 5 | 3 | 0 | -4
CCN1CCN(Cc2cc(=O)oc3ccc(C)cc23)CC1 | 9 | 8 | x | 3 | 18 | -1 | 3 | -2 | 4
CC(C)(C)NC(=O)CN(C(=O)c1snc(C(=O)NC2CCCCC2)c1N)c1ccc(F)cc1 | 0 | 2 | -1.0 | 9 | -1 | 2 | -7 | 0 | 3
Nc1nc(N)c2sc3nc(C(F)(F)F)cc(C(F)(F)F)c3c2n1 | 5 | -4 | -1.3 | 9 | 10 | 5 | 0 | 11 | 14
Nc1nc(-c2ccco2)nn1C(=O)c1ccc(Cl)cc1 | 7 | -2 | -0.1 | 1 | 5 | 4 | 2 | 2 | 8
CCOC(=O)C1(CC2CCCCO2)CCN(S(=O)(=O)c2cc(C)cs2)CC1 (stereo unspecified) | 8 | 1 | 1.4 | -1 | 6 | 2 | -2 | 2 | -2
CC1CCCC(C)N1C(=O)CSc1nc2ncnc(N)c2[nH]1 (stereo unspecified) | -7 | 1 | -0.1 | 3 | -4 | 0 | 0 | 5 | -1
Cc1cccc(C)c1NC(=O)CSc1n[nH]c(=O)n1C1CC1 | x | 7 | x | 5 | x | -1 | x | 2 | x
CC(C)c1cccc(C(C)C)c1NC(=O)CN1CCCC1 | 0 | 3 | 3.7 | 2 | 2 | 1 | -1 | 0 | -3
CCCCc1cc(=O)oc2cc(C)cc(OCC(=O)Nc3ccccn3)c12 | 5 | 8 | 1.2 | -2 | 2 | 0 | 7 | 9 | 9
CCn1cc(CNC(=O)c2ccc(C)s2)cn1 | 16 | 1 | -1.0 | 7 | 5 | 4 | 1 | -1 | 1
N#C/C(=C\c1ccc(-c2cccc([N+](=O)[O-])c2)o1)c1nnc(N2CCOCC2)n1-c1ccccc1 | -10 | x | -4.8 | 3 | -8 | 5 | 3 | 3 | 5
Cc1cc2cc(CNC(=O)Cc3ccc([N+](=O)[O-])cc3)ccc2[nH]1 | 11 | 6 | 0.1 | 5 | 6 | 18 | 1 | 0 | 6
N#Cc1cnn2c(-c3cccc(C(F)(F)F)c3)ccnc12 | -1 | x | 0.5 | 1 | -2 | -1 | -3 | -1 | -1
COc1cc(CNCc2cccnc2)ccc1OCC(=O)NC(C)(C)C | 5 | 3 | -2.5 | 4 | 3 | 0 | -1 | 19 | 6
CCOc1cc(C2C(C#N)=C(N)SC(N)=C2C#N)ccc1OCCN1CCOCC1 | -38 | 0 | -0.7 | -32 | -13 | 10 | 2 | 0 | 0
COc1ccccc1NS(=O)(=O)c1ccc(NN=C2CCCCC2)c([N+](=O)[O-])c1 | 1 | 4 | 2.3 | 3 | -2 | 7 | 1 | 8 | 18
Cc1cc(NC(=O)c2ccccc2Cl)ccc1NC(=O)c1ccccc1Cl | -3 | 0 | 0.2 | 6 | -3 | 2 | 4 | 20 | -1
COc1ccc(-c2cc(C(=O)NCc3cccnc3)no2)cc1 | -2 | 0 | -1.0 | -3 | -10 | 0 | -7 | 37 | -7
COc1ccc(NC(=O)C2CCN(C(=O)c3ccccc3)CC2)c(OC)c1 | 4 | 0 | x | 1 | 5 | 6 | -1 | 1 | 0
CO/N=C(\C)c1ncc(C(F)(F)F)cc1N1CCOCC1 | 2 | 3 | 0.7 | 0 | 2 | -1 | 3 | -2 | 0
CC1CCCN(C(=O)C2COc3ccccc3O2)C1 (stereo unspecified) | 4 | 7 | 1.4 | -1 | 2 | -1 | -1 | -3 | -7
O=C(CC1CC2CCC1C2)NC1CCCCCCC1 (stereo unspecified) | 2 | 4 | -6.4 | -1 | 2 | 1 | 0 | 2 | 0
O=C(O)c1cnc(-c2ccccc2)nc1Sc1ccc(Cl)cc1 | -5 | -3 | -3.0 | -7 | -6 | 2 | -3 | 5 | 1
Cc1ccc(NC(=O)CSc2nc(N)cc(=O)[nH]2)cc1S(=O)(=O)N1CCCCC1 | x | 0 | x | -1 | x | -2 | x | -1 | x
CCNC(=S)N/N=C/c1cn(Cc2ccccc2F)c2ccccc12 | 10 | 3 | 5.8 | 0 | 1 | 14 | 2 | 51* | 10
COc1ccc(S(=O)(=O)NCCCN2CCCC2=O)cc1OC | 9 | -1 | 3.0 | 7 | 5 | 8 | 3 | 0 | 4
O=C(N/N=C/c1cccnc1)c1ccc(NC(=O)c2ccc(Cl)cc2)cc1 | 3 | 0 | 4.0 | -4 | -4 | 2 | -3 | 1 | -9
NC(=O)CC1NC(=O)c2cc([N+](=O)[O-])cc(I)c2OCCC(C(N)=O)NC(=O)[C@@H]2CCCN2C1=O (stereo partly specified) | -8 | x | x | -1 | -4 | 2 | -1 | 3 | 6
Cc1ccc(OCc2nc(-c3ccc(-n4cccc4)cc3)no2)cc1C | -1 | -2 | -1.3 | -5 | 2 | 2 | 0 | 2 | -3
CCc1ccc(-c2nc(-c3ccncc3)no2)cc1 | 2 | 2 | x | 4 | 2 | 3 | -4 | -4 | -42
O=[N+]([O-])c1ccc(NCCNS(=O)(=O)c2ccccc2)c(C(F)(F)F)c1 | -1 | 5 | -0.3 | -1 | 4 | 6 | 0 | 2 | 5
CCOC(=O)c1ccc(N2CCN(c3ccc(F)cc3)CC2)c(NC(=O)Nc2cccc(OC)c2)c1 | 2 | -3 | -0.4 | -2 | 6 | 29* | 36* | 0 | 17
O=C(CN(C(=O)c1csnn1)c1cccc(F)c1)NCc1ccc(F)cc1 | 2 | 3 | 1.0 | 6 | 6 | 3 | 2 | 0 | 1
COc1ccc(N(CCN2C(=O)c3ccccc3C2=O)C(=O)c2cccc([N+](=O)[O-])c2)cc1 | 5 | -3 | -0.4 | -5 | 3 | -1 | 1 | 2 | -1
CC(C)Cc1nc(Cl)c(C#N)c2c1CCC2 | 2 | 4 | x | 4 | 0 | -3 | -2 | 2 | 4
CCCn1c(=O)c2ccccc2n2c(SCCOc3ccc(Cl)cc3)nnc12 | -1 | 4 | 1.2 | 2 | -3 | 7 | 2 | 3 | 1
Cc1cc(NC(=O)CCNS(=O)(=O)c2cc(Br)cnc2N)ccc1Br | -1 | 11 | -1.3 | 9 | 0 | -3 | -2 | 11 | 3
CC1O[C@H](OC2C(COC3OC(CO)C(O)[C@H](O)C3O)OC(OC3CC[C@]4(C)C(CC[C@@]5(C)[C@@H]4C=C[C@]46OC[C@@]7(CCC(C)(C)C[C@H]74)C(O)C[C@@]56C)C3(C)C)C(O)C2O)C(O)C(O)C1O (stereo partly specified) | x | -1 | x | -5 | x | 3 | x | 1 | x
Cc1ccc(-n2nc(C)c(Sc3ccccc3[N+](=O)[O-])c2N)cc1 | 2 | 1 | 3.3 | 8 | 9 | 18 | 2 | 12 | 10
COc1ccccc1CCNC(=O)C(=O)NCC1OCCN1C(=O)c1ccc(Cl)cc1 (stereo unspecified) | 3 | -1 | 0.9 | 2 | 1 | 5 | 3 | 1 | -2
CCOc1ccc(C(=O)NCC(=O)NNC(=O)CN(C)S(=O)(=O)c2ccc(Cl)cc2)cc1 | -1 | 5 | 0.1 | 4 | 0 | 6 | 0 | -3 | 4
CC(=O)Nc1ccc(NC(=S)NC(=O)/C=C/c2ccc(Cl)cc2)cc1 | 3 | 4 | 0.4 | 5 | 4 | -5 | -3 | -2 | -1
O=C(Nc1ccnn1C1CCN(Cc2ccccc2OCCO)CC1)c1cccc(F)c1 | 7 | 6 | 3.3 | 2 | 2 | -4 | -5 | 10 | 0
CCOC(=O)Cc1csc(SCC(=O)Nc2nccs2)n1 | 2 | 7 | -1.0 | 2 | -3 | 2 | -4 | 1 | 3
CC(C)(C)c1ccc(SCCc2ccncc2)cc1 | 0 | 10 | 0.3 | 3 | 4 | 3 | -1 | 14 | -1
Cc1nc(SCC(=O)NCCc2ccccc2)c2oc3ccccc3c2n1 | 8 | -4 | -0.5 | 5 | 5 | 4 | -2 | 1 | 6
COc1ccc(Nc2nc(C)nc3c2nnn3Cc2ccccc2)cc1OC | 3 | -2 | 2.4 | 5 | 7 | 12 | 0 | 17 | 9
COc1ccc(-c2nc3cc(C)ccn3c2NCc2ccc3c(c2)OCO3)cc1 | 10 | 6 | 2.9 | 4 | 8 | -1 | 2 | 33 | 9
Cc1ccc(S(=O)(=O)NCCc2nnc(SCc3cccnc3)n2C)cc1 | 2 | 3 | -0.7 | 0 | 6 | 1 | 2 | 0 | 0
CCOc1cc(/C=N/n2cnnc2)ccc1OC(=O)c1cccc([N+](=O)[O-])c1 | -4 | -1 | -1.8 | 3 | -1 | 3 | -1 | 2 | 6
